# Compound activity as filed in PubChem BioAssay.
# Rpn11 block: Rpn11 (PSMD14) deubiquitinase inhibitors, primary screen, biochemical, fluorescence polarization, uHTS; calls only at 20 µM; AID 588493, 2011; 360,000 tested, 0.59% active; human 26S proteasome, Ub4-pepOG fluorescence polarization; 20S core pre-blocked with epoxomicin; 26S proteasome non-ATPase regulatory subunit 14 (Homo sapiens), O00487;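 active means inhibition at 20 µM, scaled to each plate's controls, above about 33%, limit read from the data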
# Scp1 inh: Scp-1 phosphatase inhibitors, primary screen, biochemical, colorimetric, uHTS; inhibition, % at 20 µM; 340,000 tested, 0.88% active; Recombinant Scp1, phosphopeptide, malachite green phosphate absorbance; Carboxy-terminal domain RNA polymerase II polypeptide A small phosphatase 1 (Homo …; AID 493091, 2011;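 active means inhibition above about 50% at 20 µM, limit read from the data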;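 further: plate controls were DMSO wells with enzyme for no effect and wells lacking enzyme for full effect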
#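 System: truncated SCP-1 phosphatase (76-261aa); medium: Tris acetate buffer pH 5.5 with MgCl2 and Tween-20; incubation: 45 min room-temperature reaction, 5 min colour, 30 min stabiliser; compound: single 20 µM dose, 1% DMSO; reagent: Phosphorylated 17-residue peptide substrate; read-out: % inhibition at 20 µM; technique: colorimetric free-phosphate detection, absorbance 630 nm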
# SUMO1-SIM PPI: modulators of SUMO1 protein-protein interactions, primary screen, biochemical, uHTS. SUMO1 binding to a labelled peptide, TR-FRET, 1 h. 360,000 tested, 0.33% active. Small ubiquitin-related modifier 1 (Homo sapiens), P63165. inhibition, % at 20 µM. AID 602429, 2012; in the data active means inhibition above about 37%
# Target sequence (P63165 whole entry, looked up): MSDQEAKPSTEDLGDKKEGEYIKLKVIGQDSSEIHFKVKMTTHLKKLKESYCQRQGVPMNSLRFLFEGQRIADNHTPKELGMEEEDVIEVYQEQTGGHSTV
# LMPTP block: LMPTP phosphatase inhibitors, primary screen, biochemical, fluorescence intensity, uHTS; recombinant LMPTP-A, OMFP fluorogenic substrate; inhibition, % at 20 µM; 360,000 tested, 0.22% active;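 active means compounds that cut the enzyme signal by at least half of the control window in the single-dose screen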;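 further: plate controls were DMSO wells with enzyme plus substrate for no effect and substrate without enzyme for full effect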
#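 Test system – LMPTP-A phosphatase enzyme · Quantity – 0.625 nM LMPTP-A final · Reagent – OMFP substrate, 400 µM final · Dosing – one test concentration per compound, 20 µM, with 3% DMSO overall · Timing – 50 min enzyme reaction at room temperature, protected from light · Detection – fluorescence intensity · Controls – substrate-only low control, DMSO enzyme-plus-substrate high control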
# STEP inh: STEP phosphatase inhibitors, primary screen, biochemical, fluorescence intensity, uHTS. Tyrosine-protein phosphatase non-receptor type 5 (Homo sapiens), P54829. recombinant STEP, OMFP fluorogenic substrate. inhibition, % at 20 µM. 360,000 tested, 0.25% active. AID 588621, 2011;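 active means inhibition at 20 µM, scaled per plate between control wells, above about 37%, limit read from the data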;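 further: 0% = DMSO with enzyme and substrate and 100% = substrate only without enzyme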
# Target sequence (P54829 whole entry, looked up): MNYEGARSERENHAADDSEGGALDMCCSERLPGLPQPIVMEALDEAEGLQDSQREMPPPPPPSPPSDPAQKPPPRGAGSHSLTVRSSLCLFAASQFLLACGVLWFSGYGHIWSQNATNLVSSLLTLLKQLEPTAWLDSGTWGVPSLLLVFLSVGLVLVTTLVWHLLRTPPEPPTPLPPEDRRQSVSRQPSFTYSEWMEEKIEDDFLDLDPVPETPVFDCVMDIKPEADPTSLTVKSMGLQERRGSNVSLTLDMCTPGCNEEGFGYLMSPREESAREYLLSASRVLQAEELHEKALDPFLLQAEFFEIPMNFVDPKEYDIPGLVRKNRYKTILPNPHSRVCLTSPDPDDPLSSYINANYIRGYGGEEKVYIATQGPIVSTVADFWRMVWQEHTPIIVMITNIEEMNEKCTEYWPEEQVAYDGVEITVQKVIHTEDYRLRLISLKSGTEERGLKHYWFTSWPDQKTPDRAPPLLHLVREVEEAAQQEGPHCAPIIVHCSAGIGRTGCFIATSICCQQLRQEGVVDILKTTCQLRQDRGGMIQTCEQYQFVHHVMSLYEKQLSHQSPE
#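 System: STEP phosphatase, cell-free reaction; Buffer or medium: Bis-Tris pH 6.0 buffer with DTT, detergent; Incubation: 20 min at room temperature, dark; Measured by: fluorescence, 480/540 nm.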
# CSN deneddyl inh: inhibitors of CSN-mediated cullin deneddylation, primary screen, biochemical, fluorescence polarization, uHTS; COP9 signalosome complex subunit 5 (Homo sapiens), Q92905; 360,000 tested, 0.38% active; inhibition, % at 12.5 µM; Purified CSN, SCF-Nedd8-OG deneddylation;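 active means pattern-corrected inhibition above about 35%, with an unprinted fluorescence ratio check between 0.5 and 1.5, limit read from the data, passing the limit was not always enough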;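 further: 0% = enzyme with substrate and 100% = substrate without enzyme; some results filed as inactive read as strong as hits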
# Target sequence (Q92905 whole entry, looked up, one chain of several): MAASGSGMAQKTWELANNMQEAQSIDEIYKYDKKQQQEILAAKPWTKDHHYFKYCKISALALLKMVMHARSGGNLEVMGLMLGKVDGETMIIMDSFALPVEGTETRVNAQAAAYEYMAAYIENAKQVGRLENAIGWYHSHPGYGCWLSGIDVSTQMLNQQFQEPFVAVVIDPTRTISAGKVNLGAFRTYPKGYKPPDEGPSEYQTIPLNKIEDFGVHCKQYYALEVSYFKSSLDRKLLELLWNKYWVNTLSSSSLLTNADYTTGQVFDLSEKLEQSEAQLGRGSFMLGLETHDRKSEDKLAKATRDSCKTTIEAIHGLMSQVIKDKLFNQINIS
#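 Detection – fluorescence polarization · System – HEK293T-derived human Csn5 enzyme · Controls – substrate-only high control, full reaction low control · Timing – 90 min, room temperature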
# Rin1-Abl PPI inh: inhibitors of Rin1-Abl protein binding, primary screen, biochemical, TR-FRET. Tyrosine-protein kinase ABL1 (Homo sapiens) + Ras and Rab interactor 1 (Homo sapiens), …. inhibition, % at 7.35 µM. 360,000 tested, 0.4% active; in the data active means inhibition above about 5%, passing the limit was not always enough
# Neddyl block: inhibitors of cullin neddylation, primary screen, biochemical, TR-FRET, uHTS, NAE and Ubc12. NEDD8-conjugating enzyme Ubc12 (Homo sapiens) + NEDD8-activating enzyme E1 regulatory …. calls only at 25 µM. 360,000 tested, 0.58% active; in the data active means inhibition above about 36%
# DNMT1 block: human DNMT1 methyltransferase inhibitors, primary screen, biochemical, molecular beacon, fluorescence, HinP1I cleavage, uHTS. AID 588458, 2011. inhibition (reported as % activation of signal), % at 10 µM. 360,000 tested, 0.83% active; in the data active means inhibition above about 50%
# NadD inh: inhibitors of S. aureus NadD, primary screen, biochemical, colorimetric, uHTS. Nicotinate-nucleotide adenylyltransferase NadD (Staphylococcus aureus N315). purified NadD enzyme, colorimetric absorbance read-out. inhibition, % at 20 µM. 360,000 tested, 0.78% active. AID 602399, 2012; in the data active means inhibition above about 26%; further: some compounds past the cut are filed as inactive
# * hit, by the source's call; i = inactive; · = no result given; & = joins results of further samples.
Rpn11 block	Scp1 inh	SUMO1-SIM PPI	LMPTP block	STEP inh	CSN deneddyl inh	Rin1-Abl PPI inh	Neddyl block	DNMT1 block	NadD inh	smiles
i	·	-15.4	1.1	0.5	1.0	-4.6	i	-3.6	-6.0	COc1cccc(C(C)(O)c2nc(-c3cnc4ccccc4c3)cs2)c1 (configuration not stated)
i	-1.0	1.4	2.3	-1.1	4.1	-3.9	i	-9.5	-0.4	O=C(c1cccs1)n1nc(NCc2ccccc2)nc1NCc1ccccc1
i	-10.8	2.4	-0.1	-2.3	23.2	2.0	i	-5.8	-3.1	COc1ccc(OCC(=O)NNc2nc3ccccc3s2)cc1
i	-7.5	11.4	17.1	3.4	0.5	0.5	i	-0.4	-3.2	CC1Cc2cc(S(=O)(=O)N3CCC(C(=O)NCc4ccco4)CC3)ccc2N1C(=O)C1CCC1 (configuration not stated)
i	-10.4	-5.5	2.6	1.7	-6.9	1.3	i	-3.1	12.7	O=C(CNC(=O)c1ccccc1F)Nc1ccc2c(c1)OCO2
i	-9.8	1.7	-1.0	-3.9	1.3	1.8	i	-4.7	-7.3	Cc1ccc(CNC(=O)c2ccc(CNS(=O)(=O)c3ccc4c(c3)C(C)(C)C(=O)N4C)cc2)o1
i	4.2	0.5	-1.0	-0.1	2.7	0.9	i	-2.8	-4.5	CCOC(=O)c1c(-c2ccccc2)csc1NC(=O)C(C)NCCCN1CCOCC1 (configuration not stated)
i	-20.1	-1.1	0.2	0.0	1.1	-1.5	i	2.5	-4.7	CN(C)C(=C(C#N)C#N)N1CCN(c2ccc(Cl)c(Cl)c2)CC1
i	-2.2	0.8	-0.1	-1.7	5.1	3.0	i	3.7	5.3	O=C(c1cccs1)N1CCN=C1SCc1cccnc1
i	2.0	-2.5	-2.4	1.2	4.1	1.2	i	3.5	-1.2	COC(=O)c1nnn(-c2nc(N3CCOCC3)nc(N3CCOCC3)n2)c1C
i	4.1	10.0	-0.9	1.7	-1.1	-1.8	i	4.5	-1.1	O=c1[nH]c(=S)ccn1C1OC(CO)C(O)C1O (configuration not stated)
i	-9.8	3.4	5.2	1.4	4.1	-0.1	·	4.4	-12.8	CCCCN(C)CCNC(=O)c1cc2c(-c3cccc(OC)c3)nn(C)c2s1
i	-5.3	-8.6	0.6	-0.9	-13.2	-2.5	i	-10.0	-3.0	CN(C)c1ccc(P(=O)(Nc2ccc([N+](=O)[O-])cc2)N2CCOCC2)c(NC(=O)c2cccs2)c1 (configuration not stated)
i	1.5	-0.3	0.0	0.9	-1.1	-0.2	i	3.1	2.4	COC(=O)CNC(=O)Cc1c(F)cccc1Cl
i	0.3	2.2	-1.4	-1.7	-3.5	2.5	i	6.5	3.1	Cc1nnc(SCC(=O)NCCc2ccccc2)s1
i	-5.2	-21.2	-0.4	2.1	-2.2	0.9	i	-0.5	-1.6	COc1ccc(NC(=O)COC(=O)c2ccc3ccccc3n2)cc1
·	-12.1	-45.3	7.0	7.3	38.2*	-0.9	i	26.9	0.3	COc1ccccc1N1N=C(c2ccc([N+](=O)[O-])cc2)CC1c1ccccc1 (configuration not stated)
i	-9.6	8.1	1.5	-0.7	6.4	-2.1	i	3.2	0.9	COc1ccc(-c2csc3nc(-c4ccccc4OC)oc(=O)c23)cc1
i	·	5.4	-1.9	0.9	1.9	1.9	i	-9.5	-4.3	COc1cccc(-c2ccc3c(c2)O[C@@H](CN(C)Cc2cncnc2)[C@@H](C)CN([C@H](C)CO)S3(=O)=O)c1
i	-4.6	-1.0	-2.7	0.0	-3.7	1.2	i	-0.7	0.5	CCN1CCN(C(CNS(=O)(=O)c2ccc(F)cc2)c2cccnc2)CC1 (configuration not stated)
i	-8.5	-3.4	-0.6	-0.2	-0.9	-1.8	i	2.3	0.6	Cc1noc(/C=C/NCc2cccnc2)c1S(=O)(=O)N(C)CC(=O)N1CCc2ccccc21
i	4.5	-4.3	-1.7	0.7	6.5	-2.9	·	-4.6	-1.9	Cc1cc(=O)oc2cc(OCC(=O)OCC(=O)Nc3ccccc3Br)ccc12
i	-10.2	-3.4	1.0	2.4	7.2	0.2	i	-5.0	2.9	CCOc1ccc(/C=N/N2CCN(Cc3ccccc3)CC2)cc1
i	-8.9	17.3	-0.6	-0.3	-2.7	0.7	i	2.5	8.3	O=C(COC(=O)c1ccc(S(=O)(=O)N2CCOCC2)cc1)NC1CCCCCC1
i	-9.3	-2.1	0.1	-2.1	-2.8	5.3	i	1.0	-1.6	CCN(CC)C(=O)c1[nH]cnc1C(=O)Nc1ccccc1
i	-10.7	-1.0	2.7	-2.0	0.2	-1.3	i	-4.2	15.9	CCOC(=O)c1cnc(-c2ccccc2)nc1Oc1cccc(Cl)c1
i	-8.9	-2.8	-3.8	5.0	-4.0	-0.4	i	1.6	-4.5	O=C(CSc1ccccn1)N1CCN(C(=O)CSc2ccccn2)CC1
i	-3.7	-6.5	-0.7	-0.5	-2.5	-2.7	i	-2.5	-2.4	CC(C)c1onc(C(=O)NCCc2ccccc2)c1[N+](=O)[O-]
i	-16.6	-0.4	-1.7	4.4	2.5	-1.7	i	-4.0	11.9	Cc1ccc(Nc2cc(=O)[nH]c(=O)[nH]2)cc1C
i	·	-6.9	-2.1	8.8	-4.5	-1.7	i	6.3	4.0	Cc1nc(C(F)(F)F)ccc1C(=O)N1CCC1(C)C(=O)NS(=O)(=O)c1c(C)noc1C (configuration not stated)

# 6 entries out of the list, sorted by heavy-atom count, smallest number first.
Rpn11 block	Scp1 inh	SUMO1-SIM PPI	LMPTP block	STEP inh	CSN deneddyl inh	Rin1-Abl PPI inh	Neddyl block	DNMT1 block	NadD inh	smiles
i	-16.6	-0.4	-1.7	4.4	2.5	-1.7	i	-4.0	11.9	Cc1ccc(Nc2cc(=O)[nH]c(=O)[nH]2)cc1C
i	0.3	2.2	-1.4	-1.7	-3.5	2.5	i	6.5	3.1	Cc1nnc(SCC(=O)NCCc2ccccc2)s1
i	-2.2	0.8	-0.1	-1.7	5.1	3.0	i	3.7	5.3	O=C(c1cccs1)N1CCN=C1SCc1cccnc1
i	-10.8	2.4	-0.1	-2.3	23.2	2.0	i	-5.8	-3.1	COc1ccc(OCC(=O)NNc2nc3ccccc3s2)cc1
i	-8.9	-2.8	-3.8	5.0	-4.0	-0.4	i	1.6	-4.5	O=C(CSc1ccccn1)N1CCN(C(=O)CSc2ccccn2)CC1
i	2.0	-2.5	-2.4	1.2	4.1	1.2	i	3.5	-1.2	COC(=O)c1nnn(-c2nc(N3CCOCC3)nc(N3CCOCC3)n2)c1C

# The results go on.
Rpn11 block	Scp1 inh	SUMO1-SIM PPI	LMPTP block	STEP inh	CSN deneddyl inh	Rin1-Abl PPI inh	Neddyl block	DNMT1 block	NadD inh	smiles
i	1.4	7.1	0.1	-2.4	-2.4	3.0	i	1.9	-0.5	O=C(NC1CC1)C1CC(=O)N(c2ccccc2)C1 (configuration not stated)
i	-10.9	1.8	2.9	4.6	-0.6	3.4	i	-0.2	11.1	O=C1CSC(c2ccccc2)N1c1nc(-c2ccc(Cl)cc2Cl)cs1 (configuration not stated)
i	-9.1	7.8	-1.2	-0.3	-0.8	0.9	i	0.3	-1.9	CCOC(=O)Cn1c(CN2CCN(C(=O)c3ccco3)CC2)nc2c1c(=O)n(C)c(=O)n2C
i	-5.2	-3.1	-1.3	-1.8	3.6	1.0	i	3.6	-3.7	COc1ccccc1CNC(=O)CSc1nnc2c(n1)[nH]c1ccc(F)cc12
i	-7.7	-29.9	-1.7	1.0	-2.6	1.1	i	1.3	-2.0	O=C(O)c1ccc(NC(=O)c2ccc3c(c2)C(=O)N(c2ccccc2)C3=O)cc1
i	-9.8	-19.8	18.5	-2.4	-1.7	-8.8	i	-1.1	-2.0	Nc1ccc(-c2nc3nc(N)nc(N)c3nc2-c2ccc(N)cc2)cc1
i	6.4	-3.0	3.6	19.7	9.9	0.7	i	10.0	11.8	O=C(O)CN1C(=O)/C(=C\c2cccc(OCc3ccc(Cl)cc3)c2)SC1=S
i	-15.4	-5.7	1.3	2.0	-3.3	1.8	i	-3.4	-7.5	COC(=O)N/N=C\c1ccc(OC/C=C/c2ccccc2)cc1
i	1.7	-6.2	1.8	4.2	0.9	-1.3	i	-6.6	5.3	COc1ccc(/C=N/n2c(N)nc(-c3ccccc3)c2-c2ccccc2)cc1
i	·	2.6	-1.2	3.0	1.5	-5.0	·	2.5	-4.2	Cc1cc2[nH]c(=O)c(=O)[nH]c2cc1S(=O)(=O)NCC(C)c1ccccc1 (configuration not stated)
i	-2.0	0.4	-0.9	2.1	0.1	0.0	i	-0.1	0.1	CN(c1ccccc1C(=O)Nc1ccc(S(=O)(=O)N2CCCC2)cc1)S(C)(=O)=O
i	65.9*	29.3	9.4	9.8	22.4	-1.8	i	52.1*	3.7	N#Cc1c(N2CCCCC2)nc(N)c2c(N)nc(SCC(=O)O)cc12
i	3.5	-20.6&-21.0	2.0&0.5	1.3&0.1	2.3&-3.8	2.0&-0.5	i	-31.0&-27.2	32.9*	CCN1CCN(Cc2ccc(NC(=O)c3cc(NC(=O)C4=NN(c5ccccc5)C(=O)C4)cc(OC)c3)cc2C(F)(F)F)CC1
i	-6.5	1.8	0.0	-0.1	5.8	1.3	i	-0.3	3.8	COc1ccc2c(c1)CCN(C(=O)CCl)C2C1C(=O)CCCC1=O (configuration not stated)
i	-2.3	1.9	0.2	1.0	-3.8	-1.5	i	0.4	1.0	Cc1ccnc(NS(=O)(=O)c2ccc(-n3cccn3)cc2)c1
i	-3.9	0.7	0.9	2.1	-3.5	2.5	i	9.8	-1.1	CC1CCCC(C)N1/N=C/c1ccc(C#N)cc1 (configuration not stated)
i	1.6	-27.3	-1.1	0.3	-11.3	-6.9	i	1.3	-6.1	Cc1nc(SCC(=O)Nc2ccc(Cl)cc2[N+](=O)[O-])nc(C)c1C
i	-1.1	-4.2	-1.5	-4.3	-2.8	2.0	i	0.5	0.2	COCCn1c(SCC(=O)NCc2ccccc2)nnc1-c1ccco1
i	-2.5	-0.2	0.4	0.5	-1.7	4.5	i	-4.2	-2.5	CCC(=O)NC(=S)Nc1cccc(NC(=O)c2ccccc2)c1
i	-18.1	-2.3	1.2	0.3	-0.8	-3.1	i	-5.8	-9.9	CC(C)CNC(=O)c1ccc(COc2ccc(Cl)cc2Cl)o1
